GALR2 blocker – GALR2 antagonists in receptor-expressing cells, primary screen. antagonist mode. inhibition, % at 4 µM. Galanin receptor type 2 (Homo sapiens), O43603. AID 828, 2007. 0.39% of 140,000 active; in the data active = inhibition above about 27%;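 note: cells stimulated with galanin 1-16 at roughly its EC80; 0% = agonist challenge control and 100% = basal control without agonist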
Target sequence (O43603 whole entry, looked up): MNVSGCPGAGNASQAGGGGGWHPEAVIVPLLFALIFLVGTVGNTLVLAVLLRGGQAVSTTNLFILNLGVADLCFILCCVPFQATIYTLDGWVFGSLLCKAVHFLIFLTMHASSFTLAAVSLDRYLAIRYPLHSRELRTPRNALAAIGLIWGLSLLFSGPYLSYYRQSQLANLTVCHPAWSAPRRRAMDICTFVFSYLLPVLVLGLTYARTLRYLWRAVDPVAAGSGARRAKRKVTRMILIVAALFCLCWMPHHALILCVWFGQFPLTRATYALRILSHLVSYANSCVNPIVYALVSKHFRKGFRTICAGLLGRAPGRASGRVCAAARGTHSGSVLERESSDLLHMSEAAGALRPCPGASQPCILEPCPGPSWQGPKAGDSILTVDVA
MRP1 act – H69AR viability gain despite doxorubicin, primary screen, MRP-1 activator project, H69AR cells, CellTiter-Glo; AID 799, 2007; viability rescue; viability increase, % at 10 µM; 0.61% of 140,000 active;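 active = viability gain under doxorubicin at or above a set limit, the compound median plus 3 SD, cut at about 4.7% in these data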;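 note: MRP-1 overexpressing cells given doxorubicin 25 µM after compound pretreatment; 18-22 h compound pretreatment then 72 h with doxorubicin before readout; 0% = doxorubicin-only wells and 100% = vehicle-treated cells without doxorubicin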
E-sel TNF inh – E-selectin induction blockers in HUVEC – imaging, immunofluorescence, high content, primary screen. HUVEC TNFa-induced E-selectin immunofluorescence. inhibition, % at 2 µM. 0.71% of 120,000 active. AID 1246, 2008;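 active = inhibition above the batch mean plus 3 SD, and confirmed as a hit on visual image review, cut at about 43% in these data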;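 note: 0% = TNF-stimulated DMSO wells and 100% = unstimulated control wells; not every result past the cut was called active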
Yeast life ext – compounds extending yeast replicative lifespan, primary screen, S. cerevisiae, OD615. inhibition of the nicotinamide effect, % at 10 µM. AID 775, 2007. S. cerevisiae growth with nicotinamide; deaD strain in restrictive glucose medium. 0.68% of 130,000 active;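 active = inhibition above a set limit, placed 3 SD over the median of all compounds, cut at about 26% in these data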;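 note: 0% = nicotinamide-treated wells and 100% = cells grown without nicotinamide; some compounds called inactive have numbers as strong as hits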
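Material: Modified budding yeast, DeaD strain | Medium: Restrictive glucose medium | Probe or stimulus: 1.5 mM nicotinamide | Dosing: Single dose 10 µM compound, 0.25% DMSO | Times: 48 h at 30 °C | Technique: OD615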
NPY-Y2 antag – NPY-Y2 receptor antagonists, primary screen, cell-based | Neuropeptide Y receptor type 2 (Homo sapiens), P49146 | NPY-Y2 expressing cells, antagonist mode | inhibition, % at 2.7 µM | 0.99% of 140,000 active | AID 793, 2007; in the data active = inhibition above about 17%;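 note: 0% = vehicle with agonist challenge and 100% = reference antagonist with challenge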
Target sequence (P49146 whole entry, looked up): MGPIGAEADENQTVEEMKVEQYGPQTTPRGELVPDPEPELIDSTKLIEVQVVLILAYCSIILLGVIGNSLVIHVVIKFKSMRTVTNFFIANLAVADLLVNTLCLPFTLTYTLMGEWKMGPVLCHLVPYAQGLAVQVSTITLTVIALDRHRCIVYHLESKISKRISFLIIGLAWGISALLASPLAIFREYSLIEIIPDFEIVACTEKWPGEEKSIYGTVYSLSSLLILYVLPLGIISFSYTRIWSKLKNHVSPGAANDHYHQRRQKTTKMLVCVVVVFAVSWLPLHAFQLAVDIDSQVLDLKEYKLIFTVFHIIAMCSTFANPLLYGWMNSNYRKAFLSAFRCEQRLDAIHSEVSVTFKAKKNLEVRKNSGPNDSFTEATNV
Phagocyt inh – inhibitors of macrophage phagocytosis, primary screen, imaging, J774A.1 cells, IgG beads; J774A.1 macrophage IgG-bead phagocytosis; inhibition, % at 5 µM; 0.07% of 110,000 active; AID 1029, 2008;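 active = inhibition above the mean of the plate negative controls plus 5 SD, cut at about 13% in these data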;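 note: phagocytic index as fraction of beads internalized from green versus red external bead signal; plate controls were DMSO negative control for no effect and cytochalasin-D positive control for full effect; some results beyond the cut were filed as inactive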
HCT116 PTEN-null – growth suppression of PTEN-null HCT116, primary screen, cell-based, CellTiter-Glo | HCT116 PTEN-null viability, 60 h; hits give low values | viability, % at 10 µM | 1.2% of 140,000 active;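 active = viability at or below a set limit, 4 SD under the median of all tested compounds, cut at about 3.7% in these data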;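 note: PTEN knockout HCT116 line with beta catenin targeted HCT116 as companion control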
BB579 growth dn – growth inhibitors of yeast BB579 in restrictive medium, primary screen, yeast lifespan-shortening project, S. cerevisiae; inhibition, % at 10 µM; 0.51% of 140,000 active; OD615, 48 h; AID 804, 2007;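 active = inhibition above a set limit, 3 SD over the mean compound inhibition, cut at about 44% in these data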; note: inactives centre near -24
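test system = yeast BB579 (DeaD) | buffer or medium = restrictive CSMM-D medium | doses = single compound dose of 10 µM, 0.25% DMSO final | times = 4 h preincubation and 48 h exposure at 30 °C | technique = culture absorbance at 615 nm | benchmarks = amphotericin B 10 µg/mL, positive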
Measles CPE – compounds protecting cells from measles virus cytopathic effect, primary screen, measles RdRp inhibitor project, single point, MLSMR library, absorbance | Measles virus-infected cells, CPE protection | protection (pct of control), % at 4 µM | 1.5% of 140,000 active; in the data active = protection mostly above about 24%, no sharp cut-off; inactive = mostly below about 26%; note: some compounds called inactive have numbers as strong as hits
HCT116 bCat-KO – primary screen for growth suppressors in beta-catenin knockout HCT116 cells (colon tumor, human) | HCT116 beta-catenin knockout viability, CellTiter-Glo, 60 h; hits give low values | viability, % at 10 µM | 1.5% of 140,000 active | AID 818, 2007;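 active = viability at or under a set limit, the compound median less 4 SD, cut at about 6% in these data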;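 note: 0% = Hyamine 1622 control at 20 µM and 100% = untreated cell control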
Active calls of the source: *; . = not tested or not shown.

Each structure is followed by: GALR2 blocker	MRP1 act	E-sel TNF inh	Yeast life ext	NPY-Y2 antag	Phagocyt inh	HCT116 PTEN-null	BB579 growth dn	Measles CPE	HCT116 bCat-KO
> COC(=O)c1cc(NC(=O)C2(S(=O)(=O)c3ccc(Cl)cc3)CC2)cc(C(=O)OC)c1
 : -12.6	0.3	7.2	-1.8	-0.2	-4.7	91.0	-19.0	8.3	88.1
> Cc1cccc(-n2c(-c3cccc([N+](=O)[O-])c3)nc3nc4ccccc4nc32)c1
 : 9.7	-1.9	18.4	-2.0	7.5	-1.5	84.9	-25.7	0.7	84.1
> Cc1ccc(S(=O)(=O)N2CCN(C(=O)CN3CCc4ccccc4C3)CC2)cc1
 : 9.6	-0.6	.	-2.9	1.1	1.3	88.9	-20.2	11.7	85.3
> COc1cc(/C=C/C(=O)N(Cc2ccccc2)c2ccccn2)cc(OC)c1OC
 : 1.3	-0.3	-1.0	2.4	-0.3	-2.7	94.3	-5.2	15.7	94.6
> O=C(Cc1cccs1)Nc1nnc(SCc2ccc(C(F)(F)F)cc2)s1
 : 3.6	0.4	10.4	-5.4	4.2	4.0	104.7	-10.7	8.0	87.8
> CN(C)c1ccc(NC(=O)CN2CCC(C(=O)c3ccc(F)cc3)CC2)cc1
 : -2.6	-1.0	-33.9	-10.8	2.3	.	108.8	-45.2	33.3	99.1
> O=C(NCC(c1cccnc1)N1CCN(c2ccccc2F)CC1)OCc1ccccc1 (stereo not given)
 : -6.1	-1.4	3.7	-6.1	4.9	-0.9	68.0	-58.1	8.2	56.0
> O=C(NC12CC3CC(CC(C3)C1)C2)c1ccc(-c2ccc(Cl)cc2)o1
 : -3.8	-0.2	-5.7	-2.1	4.0	6.8	73.7	-11.6	4.8	68.1
> Cc1ccc(-n2[nH]c(C)c(/C=N/c3ccccn3)c2=O)cc1
 : 0.7	-2.0	-26.6	-11.2	-1.2	.	57.8	-52.0	4.4	55.0
> Cc1ccccc1Cc1n[nH]c(=S)n1N
 : 0.7	-0.5	.	1.4	0.4	-5.5	99.8	-43.8	7.4	96.1
> N=C1S/C(=C\c2ccccc2F)C(=O)N1c1ccc(F)cc1
 : 3.6	2.0	.	0.9	1.4	-8.7	106.7	-28.2	7.7	99.7
> NC(=O)C[n+]1cccc2ccccc21
 : 9.2	-0.8	-40.4	-1.8	0.9	0.7	107.0	-58.6	21.3	97.5
> O=C(COC(=O)c1ccc(Br)o1)Nc1nc2ccccc2s1
 : 10.4	-3.0	-41.3	.	7.8	0.2	87.9	-23.7	4.0	87.6
> COc1ccc(C(C)=O)cc1COC(=O)c1ccc2c(c1)OCO2
 : 3.6	-3.1	.	-19.0	11.1	1.3	96.0	-8.8	4.1	81.9
> COc1ccc(-n2c(=O)c3ccccc3n(CC(=O)NC3CCCCC3)c2=O)cc1
 : -2.4	-1.6	-10.8	-20.6	1.2	-2.2	96.6	-4.2	3.6	84.9
> C[C@@H]1CC[C@H]2C(=O)N3[C@@H](CC[C@@H](C)[C@@H]3c3ccc(Br)cc3)C(=O)N2[C@H]1c1ccc(Br)cc1
 : -5.6	-4.5	-24.3	3.3	-1.8	.	46.8	-20.9	9.5	60.0
> O=C(NC1CC2CCCC(C1)N2CC(=O)N1CCCc2ccccc21)C1CCCCC1 (stereo not given)
 : -12.0	-1.6	11.4	-1.4	3.0	.	96.0	-25.2	6.1	86.0
> O=C(Nc1ccc2c(c1)OCO2)C1CC(c2ccc(Cl)cc2)=NO1 (stereo not given)
 : 4.3	-2.6	-33.2	-3.9	3.0	0.2	97.3	-11.8	39.8*	92.6
> CC(C)Oc1ccccc1C1CC(=O)Nc2cc3c(cc21)OCO3 (stereo not given)
 : 3.8	-5.0	.	-9.4	4.6	.	12.2	-8.0	4.4	8.8
> CC(C)(C)n1ncc2c(=O)n(CC(=O)NCc3ccc(F)cc3)cnc21
 : -4.1	-2.8	-2.1	-1.8	1.1	0.8	31.6	-27.5	2.9	27.2
> CC12C(=O)N(c3nccs3)C(=O)C1C1C=CC2C1 (stereo not given)
 : -10.9	-1.3	-19.3	-11.4	-1.3	.	100.1	-57.0	6.2	96.4
> CC1(C)C(=O)OC(c2cccn2-c2ccc([N+](=O)[O-])cc2)C2(CCCCC2)C1=O (stereo not given)
 : -4.9	-4.2	.	6.4	-0.6	-8.9	60.4	1.1	4.8	84.0
> CC1(C)Cc2c(ccc3ccccc23)C(c2cc3ccccc3oc2=O)=N1
 : -6.8	-2.3	-1.8	-1.7	5.3	1.1	78.5	-25.1	24.5	79.8
> Cc1ccc2cc(CN(C(=O)c3cccnc3)C(C)C)c(=O)[nH]c2c1
 : 3.8	-2.0	.	2.1	-0.9	-0.3	96.3	-15.4	10.1	96.0
> Cc1[nH]n(-c2ccccc2)c(=O)c1C=Nc1cnc2ccccc2c1
 : 8.9	-3.0	2.2	-13.1	-3.2	-1.0	88.4	-24.5	6.3	96.5
> BrC(=C\c1ccccc1)/C=N/Nc1nc2ccccc2[nH]1
 : 9.4	-3.3	25.9	0.9	3.8	0.0	57.9	-62.4	2.9	57.6
> SC(COCc1ccccc1)CN1CCN(Cc2ccc3c(c2)OCO3)CC1 (stereo not given)
 : -1.5	-2.4	.	-4.5	7.3	-2.9	66.7	21.6	6.4	70.4
> S=c1[nH]nc(C2COc3ccccc3O2)o1 (stereo not given)
 : -2.6	-0.7	15.0	-0.3	11.3	-0.4	103.3	-34.5	4.9	93.5
> O=S(=O)(c1ccc2c(c1)OCCO2)N1CCC(c2nc3ccc(Cl)cc3[nH]2)CC1
 : 5.0	-1.5	-0.1	-11.6	1.6	0.2	16.7	-16.2	18.0	17.2
> CC(C)(C)NC(=O)CN(C(=O)Cn1nnc(-c2ccccc2F)n1)c1cccc2c1CCCC2
 : -9.1	-2.9	1.0	-14.0	4.6	.	34.8	-12.7	4.5	50.3
> Cc1cc2oc(=O)cc(Cn3ccnc3)c2cc1C
 : -1.5	-0.1	3.4	-4.2	-2.7	-0.7	113.3	-53.7	36.2	102.9
> Cc1cc(C)c(C)c(S(=O)(=O)NCc2cccnc2)c1C
 : -1.0	-2.1	14.3	-7.4	1.6	-0.2	94.4	-0.9	13.9	119.7
> COc1ccc(CC(=O)NC(C)c2nnc(SCc3nc4ccccc4c(=O)[nH]3)n2C)cc1 (stereo not given)
 : -4.2	-1.8	-16.4	9.9	4.4	-0.6	91.8	-12.1	4.3	90.4
> CCOC(=O)c1c(C)[nH]c(C(=O)OCC(=O)Nc2cc(Cl)ccc2OC)c1C
 : 5.8	-6.8	-9.5	-15.9	1.4	1.0	11.8	-47.2	15.7	9.8
> COc1cccc(C2C(C(=O)OCc3ccccc3)=C(C)Nc3ncnn32)c1OC (stereo not given)
 : -14.1	1.0	7.0	-6.7	6.6	0.3	78.9	-9.2	11.7	93.9
> COc1ccc(NC(=O)CN(c2ccc([N+](=O)[O-])cc2)S(=O)(=O)c2ccccc2)cc1
 : -1.3	-4.0	9.4	0.3	3.1	-4.0	30.5	-20.6	0.5	30.6
> Cc1ccccc1NC(=O)CCN1C(=O)CSC1=O
 : 9.6	2.4	3.8	.	-0.1	.	101.0	-44.2	15.7	85.7
> O=C(COc1ccccc1-c1ccccc1)N/N=C/c1ccc2ccccc2c1
 : 12.3	-4.5	.	-3.5	6.3	1.1	7.0	-6.3	11.6	8.0
> CSc1nsc(SCC(=O)N2CCN(c3ccccc3)CC2)n1
 : -1.8	-1.6	8.4	-13.8	13.9	1.2	81.0	-3.5	6.9	93.2
> Cc1cccc(OCc2nc3ccccc3c(=O)n2N)c1
 : -23.9	-0.9	-7.1	-9.1	3.7	.	90.6	8.7	17.1	100.7
> Cc1ccc(S(=O)(=O)N2CCOCC2)cc1C(=O)O
 : -0.4	-1.0	2.2	-4.6	2.0	-0.4	107.8	-23.6	12.7	92.8
> CC1=C(C(=O)Nc2ccccc2C)C(c2ccc(C)o2)NC(=S)N1 (stereo not given)
 : 1.2	0.0	-1.4	3.2	4.3	-11.5	94.4	-5.1	18.5	94.9
> CCOC(=O)c1ccc(NC(=O)CCC(=O)OC)cc1
 : -12.4	0.7	-9.7	-6.4	1.2	-0.1	102.0	15.3	12.4	96.4
> Cn1c(N)c(C(=O)COC(=O)c2cc(-c3ccco3)nc3ccccc23)c(=O)n(C)c1=O
 : -21.0	-0.2	0.1	5.3	-3.3	.	69.8	-21.1	6.0	82.1
> O=c1cc(CO)oc(C(Nc2ccccn2)c2ccc(F)cc2)c1O (stereo not given)
 : 4.2	-2.8	6.6	-5.6	-0.7	-0.5	96.7	-24.7	15.6	102.0
> CC(C)CN(C(=O)CN1CCN(S(=O)(=O)c2ccccc2)CC1)c1c(N)n(CC(C)C)c(=O)[nH]c1=O
 : 6.5	0.9	.	7.5	-0.1	-3.6	95.8	-56.9	4.3	100.7
> O=C(CCSc1nc2ccccc2s1)N/N=C/c1c(O)ccc2ccccc12
 : 8.6	-0.2	.	2.9	3.7	-4.3	3.2*	-29.8	3.3	4.6*
> O=S(=O)(c1ccc(NC(=S)Nc2ccccc2)cc1)N1CCOCC1
 : 2.6	-2.8	-2.6	-2.5	-0.6	-0.3	94.9	1.2	7.5	97.6
> CCOC(=O)c1cc(-c2ccccc2)n(CCC(=O)N2CCN(c3ccccn3)CC2)c1C
 : -5.4	-2.9	11.2	4.8	2.6	-0.7	90.5	-11.2	7.2	84.7
> CN(C)CCN(C(=O)c1cc(Cl)sc1Cl)c1nc2ccc(F)cc2s1
 : -4.3	-0.1	4.4	1.5	3.3	-8.3	91.3	-33.5	16.3	93.5

(cont.)
Each structure is followed by: GALR2 blocker	MRP1 act	E-sel TNF inh	Yeast life ext	NPY-Y2 antag	Phagocyt inh	HCT116 PTEN-null	BB579 growth dn	Measles CPE	HCT116 bCat-KO
> Cc1nn(Cc2ccc(Cl)cc2)c(C)c1NC(=O)c1c(-c2ccccc2)noc1C
 : -23.1	-1.8	3.2	.	2.2	.	78.4	-29.8	13.2	92.3
> Cc1ccc(C(=O)Nc2cc(=O)n(C)c(=O)n2C)o1
 : 2.4	0.4	-5.2	.	-0.2	.	104.8	-13.2	10.8	98.1
> Cc1cccc(OCc2nnc(SCC(=O)Nc3cc(C)on3)n2C)c1
 : -2.7	0.8	-0.6	2.0	-0.1	1.7	105.2	-6.6	2.8	89.4
> CCOC(=O)c1ccc(N2CN(CCc3ccccc3)CNC2=S)cc1
 : 7.7	-2.0	.	0.8	-2.0	.	91.0	-48.4	11.4	86.6
> O=C(CN1CCCN(Cc2ccc(F)cc2Cl)C1=O)NCc1ccccc1
 : 13.8	-0.1	2.9	-27.6	-1.3	-1.3	92.1	-27.8	5.0	103.3
> COc1ccc(-c2cc(C(F)(F)F)nc(SCCC(=O)Nc3cc(C)on3)n2)cc1
 : -3.7	-1.2	.	-2.1	3.6	2.1	98.4	-23.9	5.8	92.5
